# Screens deposited in PubChem BioAssay by several laboratories.
# M5 ag: CHRM5 agonism in calcium assay. activation, % at 3 µM. CHO-K1 hM5 cells, Fluo-8 calcium fluorescence; 0% DMSO wells, 100% maximal acetylcholine response. 360,000 tested, 0.19% active. AID 624037. P08912;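 active means activation above the run's mean over test compounds plus 3 SD, cut at about 23% in these data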;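 further: signal is peak over basal fluorescence ratio across the kinetic read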
# M1 PAM parental: counter-screen for M1 PAMs: effect in parental CHO-K1 cells; ATP EC20, Fluo-8 calcium fluorescence; 0% at ATP EC20, 100% at ATP max; activation, % at 3 µM; 360,000 tested, 0.02% active; AID 602247;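 active means activation above the run cutoff, the mean activation of all test compounds plus 3 SD, cut at about 40% in these data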;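 further: peak over basal fluorescence ratio in a 140 s read after ATP addition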
# CHRM5 antagonist: antagonists of human muscarinic M5 receptor (CHRM5); CHO-hM5 cells, Fluo-8 calcium fluorescence, ACh EC80; AID 624040; inhibition, % at 3 µM; P08912; 360,000 tested, 0.59% active;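 active means inhibition above a per-plate cutoff, the mean of that plate's test compounds plus 3 SD, cut at about 27% in these data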;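 further: 0% = acetylcholine EC80 with DMSO and 100% = DMSO without agonist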
# M5 PAM: potentiates acetylcholine response at human M5 receptor. CHO-K1 hM5, Fluo-8 calcium, ACh EC20 PAM; 0% = ACh EC20, 100% = ACh EC100. activation, % at 3 µM. 360,000 tested, 0.3% active. AID 624038;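 active means activation above the run cutoff, the mean activation of all test compounds plus 3 SD, cut at about 18% in these data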
#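 System: CHO-K1 cell line with stable human muscarinic M5 receptor expression | Also added: EC20 acetylcholine as agonist stimulus | Compound: One concentration, 3 µM final (nominal) | Timing: Fluo-8 loading 80 min at 37 °C plus 30 min room temperature | Measured by: Fluo-8 calcium dye fluorescence, kinetic read | Read-out basis: % activation, ACh-normalized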
# CHRM4 PAM: potentiates acetylcholine response at human M4 receptor | activation, % at 3 µM | AID 624126 | P08173 | 360,000 tested, 0.4% active | CHO-K1 hM4/Gqi5, Fluo-8 calcium fluorescence, ACh EC20; 0% = ACh EC20, 100% = maximal ACh;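 active means activation above its plate's cutoff, the mean activation of sample wells plus 3 SD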; further: some results filed as inactive read as strong as hits
# Target sequence (P08173 whole entry, looked up): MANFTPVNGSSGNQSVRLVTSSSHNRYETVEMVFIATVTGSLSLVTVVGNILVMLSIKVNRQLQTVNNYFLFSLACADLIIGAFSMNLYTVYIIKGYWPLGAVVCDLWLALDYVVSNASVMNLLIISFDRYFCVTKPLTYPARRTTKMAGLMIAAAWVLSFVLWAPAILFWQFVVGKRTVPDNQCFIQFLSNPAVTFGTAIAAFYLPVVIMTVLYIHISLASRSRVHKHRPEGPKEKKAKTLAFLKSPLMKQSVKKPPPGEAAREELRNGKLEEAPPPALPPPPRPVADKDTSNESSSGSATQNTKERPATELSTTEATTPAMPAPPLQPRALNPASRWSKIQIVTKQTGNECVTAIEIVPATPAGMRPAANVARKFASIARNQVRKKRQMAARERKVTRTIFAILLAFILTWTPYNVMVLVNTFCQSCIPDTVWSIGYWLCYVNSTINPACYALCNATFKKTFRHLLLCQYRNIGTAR
# TAAR1 ag: agonists of human TAAR1. activation, % at 3 µM. AID 624467. CHO RD-HGA16 TAAR1, Fluo-8 calcium fluorescence; vehicle wells 0%, saturating PEA agonist 100%. 360,000 tested, 0.99% active;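 active means activation above the mean activation of all test compounds in the run plus 3 SD, cut at about 38% in these data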
# Target sequence (Q96RJ0 whole entry, looked up): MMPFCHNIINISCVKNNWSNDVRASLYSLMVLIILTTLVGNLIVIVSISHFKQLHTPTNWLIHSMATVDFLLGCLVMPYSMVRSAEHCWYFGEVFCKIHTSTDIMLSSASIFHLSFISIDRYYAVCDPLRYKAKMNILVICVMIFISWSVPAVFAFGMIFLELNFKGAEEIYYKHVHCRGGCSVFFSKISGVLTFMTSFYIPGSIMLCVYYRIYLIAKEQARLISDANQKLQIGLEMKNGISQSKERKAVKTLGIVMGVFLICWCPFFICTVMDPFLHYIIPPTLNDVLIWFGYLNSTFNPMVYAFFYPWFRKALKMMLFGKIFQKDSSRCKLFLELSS
#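 System: CHO-derived RD-HGA16 cells with stable Gα16 and human TAAR1 / Times: 17-24 h plating, Fluo-8 75 min 37 °C, 30 min RT / Technique: calcium-sensitive Fluo-8 signal, excitation 470-495, emission 515-575 nm / Measure: % activation relative to PEA EC100 response / Benchmarks: DMSO and PEA EC100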
# TAAR1 antagonist: human TAAR1 antagonism. Q96RJ0. CHO RD-HGA16 TAAR1, Fluo-8 calcium fluorescence, antagonist. inhibition, % at 3 µM. 360,000 tested, 1.5% active. AID 624466;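 active means inhibition above a per-plate cutoff, the mean inhibition of test compounds on that plate plus 3 SD, cut at about 49% in these data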;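 further: 0% = DMSO plus EC80 beta-PEA response and 100% = DMSO alone without agonist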
#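 Assay system: RD-HGA16 CHO cells with stable hTAAR1 and Gα16 / Reagent: EC80 β-phenethylamine stimulus / Doses: 3 µM, single point / Timing: dye loading 75 min at 37 °C, then 30 min room temperature / Measured by: Fluo-8 intracellular calcium dye fluorescence, real-time kinetic reads / Controls: vehicle wells and EC80 agonist wells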
# CRFR2-BP antag: CRF-BP/CRF-R2 complex antagonism; 350,000 tested, 0.59% active; inhibition, % at 11.8 µM; HEK293 CRF-R2/CRF-BP, CRF-induced calcium fluorescence;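 active means inhibition of the ligand-induced calcium signal above about 50% at the single tested concentration, limit read from the data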
# CRFR2-BP ag: CRF-BP/CRF-R2 complex agonism; AID 588473; 350,000 tested, 0.46% active; HEK293 CRF-R2/CRF-BP, calcium dye fluorescence (FLIPR); percent of saturating CRF peptide response; activation, % at 13.2 µM;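 active means activation of at least 50%, plus an integration ratio under a set limit after plate pattern correction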;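 further: plate controls were neutral control wells without compound for no effect and CRF at EC100 for full effect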
# * = called active by the depositor; / = no result given.
# Second line of a record: M5 ag	CHRM4 PAM	M1 PAM parental	CRFR2-BP ag	CRFR2-BP antag	TAAR1 antagonist	TAAR1 ag	M5 PAM	CHRM5 antagonist
CC(CN1CCCCC1)OC(=O)c1ccc(Cl)cc1 (centres undefined)
 : -4	-8	18	-1.1	-1	-17	9	2	-3
CN(C)CCNC(=O)COc1ccc(C23CC4CC(CC(C4)C2)C3)cc1
 : 0	7	28	1.0	-3	3	22	-1	11
CSCCC(NC(=O)OCc1ccccc1)NC(=O)OCc1ccccc1
 : 4	-10	2	/	/	32	9	-18	11
O=C(NCc1ccncc1)c1cccc(F)c1
 : -1	9	20	-0.9	-11	-19	4	-2	-7
COC(=O)CCSCC(=O)N1N=C(c2ccc(Br)cc2)CC1c1cccc(OC)c1OC (centres undefined)
 : -2	-4	-5	5.0	37	6	1	1	-2
Cc1ccc[n+](CC(=O)c2ccc(Br)cc2)c1
 : 1	1	-6	-1.1	-4	-34	3	0	8
COc1ccc(N2C(=O)CN=C2Nc2cccc(C)c2C)cc1OC
 : 1	8	24	0.2	-1	3	6	11	-8
COC(=O)C1CCN(C(=O)C(C)Oc2ccc(Cl)cc2Cl)CC1 (centres undefined)
 : 1	-4	6	0.6	16	/	/	-6	3
S=C(Nc1ccccc1Cl)N1CCCC1
 : -3	-1	16	-2.1	1	-7	-1	-7	14
CCOC(=O)c1cnn(-c2nc3c(C)cccc3s2)c1C(F)(F)F
 : 0	23	14	3.5	-12	-7	13	10	-6
CCOC(=O)c1cc2cc3ccccc3cc2oc1=O
 : 0	-3	-8	-0.2	5	-3	5	-3	-1
COc1cc2cc(CN(CCCO)S(=O)(=O)c3ccccc3Cl)c(=O)[nH]c2cc1OC
 : -2	2	0	-2.0	9	/	/	-9	25
CC(OC(=O)c1cc2sccc2n1C)C(=O)NCc1cccs1 (centres undefined)
 : 0	0	-4	-2.1	7	-6	5	-4	1
O=C(Nc1ccccc1-c1nnn(CC(=O)N2CCOCC2)n1)c1ccccc1F
 : -3	6	13	9.6	29	7	7	6	-13
COc1ccccc1N1CCN(C(=O)CSc2ncnc3scc(-c4ccccc4)c23)CC1
 : -1	-10	17	-1.8	13	56*	3	-15	9
Cc1ccc(N(CC(=O)N2CCOCC2)S(C)(=O)=O)cc1Cl
 : 4	-2	12	-0.9	0	-18	0	5	2
COCc1ccc(CN2CCc3c([nH]c4ccccc34)C2CC(C)C)o1 (centres undefined)
 : -14	-11	15	10	-5	-9	-2	2	10
O=C1/C(=C/c2cccnc2)N=C2CCCCCN12
 : -3	9	32	5.5	2	-18	6	-4	-7
CCCn1c(SCc2cc(=O)oc3ccc4ccccc4c23)n[nH]c1=O
 : 2	-9	-6	0.6	-12	7	10	-7	0
COc1ccc(CNC(=O)C(c2ccco2)N(Cc2ccccc2)C(=O)Cc2cccs2)cc1 (centres undefined)
 : -2	-4	14	-0.3	-7	85*	20	-17	-1
COC(=O)C1CCN(C2CN(Cc3ccc([N+](=O)[O-])cc3)S(=O)(=O)C2)CC1 (centres undefined)
 : 1	3	6	/	/	-12	1	6	-8
O=C(CSc1ccc(-c2ccncc2)nn1)N1CCCCC1
 : 2	-3	12	1.4	3	-33	1	4	-7
Cn1c(=O)oc2cc(S(=O)(=O)N3CCN(C(=O)c4ccco4)CC3)ccc21
 : -2	1	1	-0.3	10	19	13	-8	-5
Cc1cc(SCC(=O)c2ccccc2)nc(=O)[nH]1
 : 2	-4	-13	-0.8	-4	-29	4	2	8
COc1cc(C(=O)N2CCC(O)(c3ccccc3)CC2)cc(OC)c1OC
 : -1	-1	17	-2.1	4	-7	1	-5	2
Cc1cccc(-c2noc(CN(C(C)C)S(=O)(=O)c3ccc(F)cc3)n2)c1
 : -5	-13	23	2.6	-5	9	10	-6	0
O=C(c1ccc2c(=O)n3c(nc2c1)CCCCC3)N1CCCCC1
 : -3	8	21	-2.4	30	7	4	-2	12
COc1ccccc1Nc1ccc2c(O)cc(S(=O)(=O)O)cc2c1
 : 3	4	-6	0.5	7	-34	2	9	0
C/C(=N\Nc1nc2ccc(Cl)cc2o1)c1ccccc1
 : -3	0	12	-0.4	-2	-16	0	-3	23
CC(C)CC(=O)N1CC=CC[C@@H](c2ccc(Cl)cc2)N(Cc2ccc(Cl)cc2)C(=O)[C@@H]1Cc1ccccc1
 : 2	-2	7	11	-63	-5	1	1	7
COc1ccc(-c2ocnc2C(=O)Nc2ccccc2N2CCCCC2)cc1
 : -5	3	-5	1.0	-17	-2	1	-12	-3
COc1ccc(Nc2cc(Nc3ccccc3)ncn2)cc1
 : -4	-2	-22	-0.6	5	-6	1	-3	8
Cc1ccccc1Nc1c(-c2cccnc2)nc2ccc(Br)cn12
 : -2	-23	10	-0.5	3	25	7	-8	7
COC(C(=O)Nc1ccc(S(=O)(=O)Nc2c(C)cccc2C)cc1)c1ccccc1 (centres undefined)
 : 11	1	26	2.2	-12	21	34	0	-2
Cc1onc(-c2c(F)cccc2Cl)c1C(=O)NCc1ccc2c(c1)OCO2
 : -4	-5	0	-7.2	2	-7	2	-8	19
O=C(c1ccc2c(c1)N(Cc1ccccc1)CCS2)N1CCCCC1
 : -3	-3	5	-2.6	1	-24	-3	-1	-1
COc1ccc(CNC(=O)CCC(=O)N2CC(C)Oc3ccccc32)cc1 (centres undefined)
 : /	/	/	-1.4	-3	-5	4	/	/
COC(=O)c1cc(OC)c(OC)cc1NC(=S)Nc1cccc(Cl)c1
 : 0	2	8	0.8	-10	8	4	2	4
CC1=C(C(=O)OC(C)C)C(c2c[nH]c3ccccc23)n2ncnc2N1 (centres undefined)
 : 0	6	9	-3.5	-14	-4	2	-1	-1
COc1ccc(C)cc1S(=O)(=O)NC1CCCCC1
 : -7	-5	-3	-1.8	-4	10	4	-4	9
O=C(COc1ccc(Cl)cc1)NC1CC1
 : -1	3	-26	0.4	5	-4	0	11	-3
O=C(NCCN1CCOCC1)Nc1ccc(Cl)cc1Cl
 : -1	-1	7	-1.4	6	-11	4	-7	0
COc1ccc(NC(=O)c2ccncc2)cc1S(=O)(=O)N1CCCCC1
 : 1	10	12	-2.9	0	-6	1	1	-20
CCOC(=O)c1cc2sccc2n1Cc1ccc(C#N)cc1
 : -1	-14	-4	0.6	6	6	35	-6	10
Cc1c(C)c(C)c(CO/N=C/c2cccs2)c(C)c1C
 : 3	-2	6	-0.8	-2	7	5	1	11
CC1Cc2ccccc2N1C(=O)COC(=O)c1ccc(Cl)c(S(=O)(=O)N2CCOCC2)c1 (centres undefined)
 : 1	5	18	-1.2	22	4	-1	-9	-4
O=C(CSc1nc(=O)n(CCN2CCOCC2)c2c1CCCC2)Nc1ccc(F)cc1F
 : 1	7	11	-1.9	-2	-11	-1	7	-8
COc1ccc(NC(=O)c2ccco2)cc1S(=O)(=O)N1CCCCC1
 : 0	-1	18	-0.3	1	-15	1	-3	8
CCN(CC)c1ccc(Nc2cc3n(c(=O)n2)CCc2cc(OC)c(OC)cc2-3)cc1
 : -3	2	13	0.7	12	10	5	1	6
CC(C)CC(=O)Nc1c2c(nn1-c1ccc(F)cc1)CS(=O)C2 (centres undefined)
 : -2	2	-8	1.0	-5	10	1	-2	-3
CC(C)C[C@H]1CN(CCCC[C@@H]2CNC(=O)C(=O)N2CC2CCCCC2)C(=O)C(=O)N1CC1CCCCC1
 : 0	11	16	/	/	-14	0	-2	5
Cc1cccc(N2CCN(C(=O)c3cccc(NC4=NC5CS(=O)(=O)CC5S4)c3)CC2)c1C (centres undefined)
 : -2	1	3	-7.1	7	-14	5	-2	-6
O=C(O)c1c(Cl)c(Cl)c(Cl)c(Cl)c1C(=O)N1CCCCCC1
 : -2	5	2	0.8	5	-28	16	3	5
COc1ccc(/C(O)=C2\C(=O)C(=O)N(CCN3CCOCC3)C2c2ccccc2OC)cc1 (centres undefined)
 : -3	6	9	-0.4	-2	-6	4	-1	0
CCN(CC)C(=O)[C@H]1CC(CC(=O)NCCc2ccccn2)C(=O)N2CCc3c([nH]c4ccc(OC)cc34)[C@]12C (some centres undefined)
 : -2	4	9	-7.0	-9	-20	2	1	-8
O=S(=O)(Cc1ccc(Cl)cc1)Nc1ccc2c(c1)OCO2
 : -2	-2	7	-0.2	19	8	2	-2	-2
O=C(Nc1ccc(C(=O)O)cc1)/C(=C\c1ccco1)NC(=O)c1ccco1
 : -1	-6	-10	-0.1	-4	-16	4	-4	17
Cc1ccc(NC(=O)c2ccc3nc[nH]c3c2)nc1
 : -5	-2	-4	1.6	-8	-3	1	-4	15
CCOC(=O)c1c(C)[nH]c(C(=O)OC(C)C(=O)Nc2ccc(C)cc2)c1C (centres undefined)
 : 0	-2	4	-1.9	-3	-7	-1	5	-10
COc1ccc(C2c3c4c(n(C)c3CCN2C)CCN(C)C4c2ccc(OC)cc2)cc1 (centres undefined)
 : -4	8	18	8.2	28	14	5	3	-9

# New compounds follow
# Second line of a record: M5 ag	CHRM4 PAM	M1 PAM parental	CRFR2-BP ag	CRFR2-BP antag	TAAR1 antagonist	TAAR1 ag	M5 PAM	CHRM5 antagonist
O=C(CSc1n[nH]c(-c2ccncc2)n1)Nc1ccc(F)cc1
 : -1	-8	-15	-2.1	7	-12	1	1	9
Cc1ccc(S(=O)(=O)N2CCN(c3ncnc4sccc34)CC2)cc1
 : 4	-10	-15	-0.6	-9	28	4	-23	20
COc1cc(C2=NOC(C(=O)Nc3ccc4c(c3)OCO4)C2)cc(OC)c1OC (centres undefined)
 : 1	-9	-7	-0.2	6	-27	2	-3	10
COc1ccc(NC(=S)N(CCN2CCOCC2)C2CCN(C(C)=O)CC2)cc1Cl
 : -2	17	6	-0.3	-6	-19	2	2	5
C[C@H](CO)N1C[C@H](C)[C@@H](CN(C)Cc2ccncc2)Oc2c(NS(=O)(=O)c3ccc(Cl)cc3)cccc2C1=O
 : 0	2	8	-4.0	7	-6	1	1	6
COc1ccc(S(=O)(=O)N2CCN(C)CC2)cc1NC(=O)c1ccccc1C
 : -3	-3	5	0.2	-12	-15	-1	0	11
CCCCOCCCNCC(=O)Nc1ccc(S(N)(=O)=O)cc1
 : 0	3	6	-0.2	-3	-27	8	11	-4

# Complete entries as entered above.
# Shown for O=C(CSc1n[nH]c(-c2ccncc2)n1)Nc1ccc(F)cc1 : M5 ag: -1; CHRM4 PAM: -8; M1 PAM parental: -15; CRFR2-BP ag: -2.1; CRFR2-BP antag: 7; TAAR1 antagonist: -12; TAAR1 ag: 1; M5 PAM: 1; CHRM5 antagonist: 9
# Shown for Cc1ccc(S(=O)(=O)N2CCN(c3ncnc4sccc34)CC2)cc1 : M5 ag: 4; CHRM4 PAM: -10; M1 PAM parental: -15; CRFR2-BP ag: -0.6; CRFR2-BP antag: -9; TAAR1 antagonist: 28; TAAR1 ag: 4; M5 PAM: -23; CHRM5 antagonist: 20
